# NF-kB expr up: compounds increasing NF-kB expression in human neuronal cells; NF-kB reporter expression; hits give high values; fold change at 12.5 µM; 1.6% of 190,000 active; AID 1239; in the data active = fold change above about 3.3
# STAT1 inh: inhibitors of IFN-gamma induced STAT1 signaling | NIH 3T3 STAT1-luciferase reporter, luminescence | inhibition, % at 5.5 µM | 0.35% of 200,000 active;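 active = inhibition above a set limit, the mean inhibition across all tested compounds plus 3 SD, cut at about 34% in these data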;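 also: 0% = IFN-gamma with DMSO and 100% = IFN-gamma with 300 µM nifuroxazide; values of inactives mirror those of a sister screen read the other way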
# APP transl inh: APP translation inhibition; 0.82% of 190,000 active; SH-SY5Y APP 5'UTR-luciferase reporter, luminescence; inhibition, % at 2 µM;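 active = inhibition above a set limit, derived from the sample mean plus 3 SD, cut at about 45% in these data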; also: values of inactives mirror those of a sister screen read the other way
# FLuc inhib CS: counter-screen for luciferase assay inhibitors: firefly luciferase inhibition. P08659. ATPLite firefly luciferase biochemical luminescence, 10 min. inhibition, % at 10 µM. 1.5% of 200,000 active;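 active = inhibition above about 50% when tested at 10 µM, limit read from the data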
# Target sequence (P08659 whole entry, looked up): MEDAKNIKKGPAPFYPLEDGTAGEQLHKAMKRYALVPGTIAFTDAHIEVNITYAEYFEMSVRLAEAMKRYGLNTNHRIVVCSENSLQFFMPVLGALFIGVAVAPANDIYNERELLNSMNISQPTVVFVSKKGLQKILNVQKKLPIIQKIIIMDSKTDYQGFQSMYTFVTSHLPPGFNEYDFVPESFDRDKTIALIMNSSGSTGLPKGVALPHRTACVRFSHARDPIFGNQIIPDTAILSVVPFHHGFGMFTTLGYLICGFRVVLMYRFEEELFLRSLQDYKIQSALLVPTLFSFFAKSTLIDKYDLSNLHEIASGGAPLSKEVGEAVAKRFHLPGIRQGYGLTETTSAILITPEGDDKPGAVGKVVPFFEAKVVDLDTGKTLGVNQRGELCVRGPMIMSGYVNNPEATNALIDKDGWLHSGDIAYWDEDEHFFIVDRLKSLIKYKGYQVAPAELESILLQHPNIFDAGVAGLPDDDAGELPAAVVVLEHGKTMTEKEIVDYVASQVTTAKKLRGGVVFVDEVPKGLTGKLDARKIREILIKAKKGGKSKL
# ROMK mod: modulators of human ROMK potassium channel. P48048. Tet-inducible ROMK, thallium flux fluorescence; actives lie on both sides. B-score at 10 µM. 2% of 130,000 active;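 active = signal ratio slope over the read window, or its plate-corrected B-score, at least 3 SD from the plate mean, either direction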;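 also: B-score of the F/F0 ratio slope over 7 to 12 s after thallium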
# Target sequence (P48048 whole entry, looked up): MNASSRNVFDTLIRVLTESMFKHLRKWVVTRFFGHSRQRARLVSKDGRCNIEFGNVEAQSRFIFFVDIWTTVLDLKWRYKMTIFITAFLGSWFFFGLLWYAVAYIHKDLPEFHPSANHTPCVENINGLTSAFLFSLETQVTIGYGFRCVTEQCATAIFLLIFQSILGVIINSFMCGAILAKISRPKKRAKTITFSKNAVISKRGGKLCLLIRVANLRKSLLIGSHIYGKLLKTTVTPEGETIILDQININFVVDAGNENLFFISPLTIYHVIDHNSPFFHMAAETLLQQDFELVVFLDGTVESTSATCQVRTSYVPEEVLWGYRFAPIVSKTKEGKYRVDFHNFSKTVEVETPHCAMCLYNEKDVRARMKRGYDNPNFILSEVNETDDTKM
# APP 5'UTR act: APP 5'UTR luciferase reporter activation; SH-SY5Y APP 5'UTR luciferase reporter, luminescence; zero percent = DMSO vehicle wells; activation, % at 2 µM; 1% of 190,000 active; AID 1276;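 active = activation above a set limit, based on mean plus 3 SD of controls, cut at about 140% in these data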; also: values of inactives mirror those of a sister screen read the other way
# FLuc act counter: firefly luciferase counter-screen for stimulation assays. 200,000 tested, under 10 active. ATPlite luciferase biochemical, luminescence, 10 min; 0 = ATP-free wells, 1 = DMSO control. AID 1027. activation factor at 10 µM. P08659;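 active = luciferase activation factor, scaled between plate controls, of at least 2 with compound at 10 µM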
#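 Assay system: Luciferase/luciferin detection reagent, cell-free biochemical luciferase assay / Read-out: luciferase activation / Benchmarks: No-ATP low control, compound-free enzyme-plus-ATP high control / Medium: PBS buffer for ATP / Detection: luminescence measurement of luciferase light output / Schedule: 10 min at ambient temperature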
# STAT3 activator: STAT3 signaling activation. U3A cells, IL-6 STAT3-luciferase reporter, luminescence; 100% = signal with IL-6 EC80 alone. activation (% of control), % at 5.6 µM. 0.91% of 190,000 active;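 active = activation above the screen-wide mean of compound activation plus 3 SD, cut at about 130% in these data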;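 also: 0% = background luminescence of wells with medium and substrate only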
#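 Assay system – human STAT1-deficient U3A cells with stable STAT3-luciferase reporter · Also added – IL-6 (33 ng/mL) · Schedule – compound 1 h, then IL-6 6 h at 37 °C · Technique – reporter luminescence signal · Evaluation – % activation versus median of IL-6-stimulated wells · Benchmarks – IL-6-only wells as 100% reference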
# STAT1 act: STAT1 signaling activation | activation (% of control), % at 5.5 µM | NIH 3T3 STAT1-luciferase reporter, IFN-gamma, luminescence; 100% = IFN-gamma alone, no compound | 2.6% of 200,000 active;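 active = activation above the screen-wide mean activation plus 3 SD, cut at about 130% in these data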;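 also: raw ratio to IFN-gamma control signal so 100% means no change and 0% no light; values of inactives mirror those of a sister screen read the other way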
# STAT3 blocker: inhibitors of IL-6 induced STAT3 signaling; U3A cells, IL-6 STAT3-luciferase reporter, luminescence; host cell line lacks STAT1; inhibition, % at 5.5 µM; 0.89% of 190,000 active;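 active = inhibition above the mean inhibition across all screened compounds plus 3 SD, cut at about 44% in these data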;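 also: 0% = DMSO only wells and 100% = 100 µM nifuroxazide control wells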
# Numbers without * were called inactive; nt = not tested or not shown.
# Start of the data: the first 10 entries as a preview:
Structure	NF-kB expr up	STAT1 inh	APP transl inh	FLuc inhib CS	ROMK mod	APP 5'UTR act	FLuc act counter	STAT3 activator	STAT1 act	STAT3 blocker
COc1ccc(CNC(=O)c2cc(-c3ccccc3OC)on2)cc1	1.1	11	5	1	0.52	-5	1	76	90	31
O=S1(=O)N=C(Nc2ccc(O)c(CN3CCCCC3)c2)c2ccccc21	1.2	-4	13	-6	-0.039	-13	1.1	96	104	10
CCOC(=O)c1ccc2[nH]cc(C(C)=O)c(=O)c2c1	1.2	4	7	2	0.00018	-7	1	94	96	11
COc1cccc(C2C(C(=O)NCc3ccccc3)=C(C)Nc3ncnn32)c1 (stereo unspecified)	1	3	2	-6	2.3	-2	1.1	104	99	0
O=C(COc1ccccc1[N+](=O)[O-])OC1CCS(=O)(=O)C1 (stereo unspecified)	1	0	-1	-5	-0.41	1	1	99	99	3
O=C(Nc1cccc(S(=O)(=O)NC2=NCCC2)c1)C1CCC1	1.3	1	-6	2	0.067	6	1	104	98	-2
CC(C)NS(=O)(=O)c1ccc(OCC(=O)N2CCc3ccccc3C2)cc1	1.2	-3	-4	2	-0.88	4	1	103	102	2
CC1CCOC(c2coc3ccccc3c2=O)O1 (stereo unspecified)	1.7	-19	-24	20	0.78	24	0.8	97	117	2
CCOC(=O)C1CCN(S(=O)(=O)c2ccc3[nH]c(=O)c(=O)[nH]c3c2)CC1	1.1	-11	-6	-8	0.55	6	1.1	97	110	7
O=C1c2oc3ccccc3c(=O)c2C(c2cccc(Br)c2)N1Cc1ccco1 (stereo unspecified)	1.3	0	10	-4	nt	-10	1	95	100	10

# The list itself (from the top)
Structure	NF-kB expr up	STAT1 inh	APP transl inh	FLuc inhib CS	ROMK mod	APP 5'UTR act	FLuc act counter	STAT3 activator	STAT1 act	STAT3 blocker
COc1ccc(CNC(=O)c2cc(-c3ccccc3OC)on2)cc1	1.1	11	5	1	0.52	-5	1	76	90	31
O=S1(=O)N=C(Nc2ccc(O)c(CN3CCCCC3)c2)c2ccccc21	1.2	-4	13	-6	-0.039	-13	1.1	96	104	10
CCOC(=O)c1ccc2[nH]cc(C(C)=O)c(=O)c2c1	1.2	4	7	2	0.00018	-7	1	94	96	11
COc1cccc(C2C(C(=O)NCc3ccccc3)=C(C)Nc3ncnn32)c1 (stereo unspecified)	1	3	2	-6	2.3	-2	1.1	104	99	0
O=C(COc1ccccc1[N+](=O)[O-])OC1CCS(=O)(=O)C1 (stereo unspecified)	1	0	-1	-5	-0.41	1	1	99	99	3
O=C(Nc1cccc(S(=O)(=O)NC2=NCCC2)c1)C1CCC1	1.3	1	-6	2	0.067	6	1	104	98	-2
CC(C)NS(=O)(=O)c1ccc(OCC(=O)N2CCc3ccccc3C2)cc1	1.2	-3	-4	2	-0.88	4	1	103	102	2
CC1CCOC(c2coc3ccccc3c2=O)O1 (stereo unspecified)	1.7	-19	-24	20	0.78	24	0.8	97	117	2
CCOC(=O)C1CCN(S(=O)(=O)c2ccc3[nH]c(=O)c(=O)[nH]c3c2)CC1	1.1	-11	-6	-8	0.55	6	1.1	97	110	7
O=C1c2oc3ccccc3c(=O)c2C(c2cccc(Br)c2)N1Cc1ccco1 (stereo unspecified)	1.3	0	10	-4	nt	-10	1	95	100	10
O=C(COc1ccccc1)N1CCN(c2ncccn2)CC1	1.4	-9	2	-2	nt	-2	1	99	106	3
Cc1nn(C)cc1CN1CCC(CO)(CCOc2ccccc2)CC1	1.8	-4	-2	-2	nt	2	1	102	102	2
Cc1ccc(S(=O)(=O)N/N=C2\C(=O)C3(C)CCC2C3(C)C)cc1 (stereo unspecified)	1.1	1	-20	-14	0.25	20	1.1	95	100	8
O=C(COC(=O)c1ccc2c(c1)OCO2)NC1CCS(=O)(=O)C1 (stereo unspecified)	nt	1	-16	-4	-0.37	44	1	100	98	6
COC(=O)NNC(=O)c1ccc(C)c(Br)c1	1.2	3	0	3	-0.44	0	1	92	99	7
O=c1c(N=Nc2ccc(O)cc2)c(-c2ccccc2)[nH]n1-c1ccc([N+](=O)[O-])cc1	0.92	1	20	4	0.69	-20	1	82	98	26
COc1cc(OC)nc(Oc2ccccc2C(=O)Oc2cccc(C)c2)n1	1.6	0	18	-9	nt	-18	1.1	97	100	5
S=C(NCc1ccco1)N1CCN(c2ccc(Cl)cc2)CC1	0.47	14	6	-4	-0.25	-6	1	80	85	29
COc1nc(-c2ccccc2)ccc1-c1noc(-c2ccco2)n1	3.7*	-50	-10	-2	nt	10	1	100	145*	5
O=C(NCCCN1CCOCC1)c1cccs1	0.97	4	0	-1	nt	0	1	99	96	3
CCCOc1ccc(C(=O)Nc2ccc(C)cc2[N+](=O)[O-])cc1	1	-11	0	0	nt	0	1	93	110	18
CCOC(=O)CSc1nnnn1-c1cc(OC)ccc1OC	1.1	-8	21	-4	0.18	-21	1	104	108	-2
Cn1c(=O)[nH]c(Nc2ccc(F)cc2)c([N+](=O)[O-])c1=O	1.1	-1	-15	0	nt	15	1	107	101	-6
CCNc1nc(NCC)n2c(SCC(=O)NCC3CCCCC3)nnc2n1	1.1	2	-8	-3	nt	9	1	98	99	-2
COC(=O)c1ccc(CNC(=O)COC(=O)c2cc(Cl)nc(Cl)c2)cc1	1.4	9	3	-2	-0.39	-3	1	94	91	8
COc1ccc(NC(=O)C2C3C=CC(C3)C2C(=O)NCc2ccco2)cc1 (stereo unspecified)	1.1	-1	4	-5	0.23	-4	1	106	101	-5
CC(C)(C)c1ccc(CCC(CC(=O)O)CC(=O)O)cc1	1.2	1	-1	-2	-0.2	1	1	85	98	22
CC(Sc1ccsc1[N+](=O)[O-])C(=O)NCc1ccccc1 (stereo unspecified)	1.4	8	-6	-6	0.0034	6	1.1	100	93	3
c1ccc(N2CCN(Cc3ccnc4ccccc34)CC2)cc1	1.2	21	-10	-8	-0.88	10	1.1	66	81	42
CN1COc2ccc3ccccc3c2C1	1.2	-6	-6	-2	0.66	6	1	117	105	-5
COc1ccccc1-n1c(CNC(=O)COc2ccccc2)n[nH]c1=S	1.1	0	4	2	1.3	-4	1	98	99	2
CC(=O)Nc1ccc(C(=O)OCC(=O)NCc2ccccc2)cc1	1	-11	-13	0	nt	13	1	101	109	4
CCOC(=O)c1c(-c2ccc(OC)cc2)csc1NC(=O)CSc1ncnc2sccc12	0.85	10	-18	-6	nt	18	1.1	94	91	3
N#CC1=C(N)NC(SCC(=O)c2ccccc2)=C(C#N)C12CCCC2	0.78	0	-22	-6	-0.96	22	1.1	91	100	18
CC(=O)CC(=O)Nc1ncc(C(F)(F)F)cc1Cl	1	-7	1	-1	-0.037	-1	1	100	104	2
CCCn1nc(C(=O)Nc2cc(C(=O)OC)ccc2C)c2ccccc2c1=O	0.92	-6	-4	1	nt	4	1	103	106	3
Cc1ccc(NC(=O)CCC(=O)OC(C(=O)c2ccc(C)c(C)c2)c2ccccc2)c(C)c1 (stereo unspecified)	1.1	7	8	-4	nt	-8	1	95	94	17
O=C(c1ccc(Br)o1)N(Cc1ccccc1)c1ccccn1	0.95	2	1	0	-0.41	-1	1	100	100	1
Cc1cccc(Nc2nc(N3CCCC3)nc(N3CCCC3)n2)c1	1.5	12	-8	-2	nt	8	1	86	88	18
CC(NC(=O)c1ccc(Cl)cc1)C(=O)NC1=NCCS1 (stereo unspecified)	1.1	3	15	-4	nt	-15	1	95	97	11

# Carrying on.
# Keys – A = NF-kB expr up; B = STAT1 inh; C = APP transl inh; D = FLuc inhib CS; E = ROMK mod; F = APP 5'UTR act; G = FLuc act counter; H = STAT3 activator; I = STAT1 act; J = STAT3 blocker
COc1ccccc1/C=C/C=N/n1c(-c2ccc(C)cc2)n[nH]c1=S
  A = 0.98 | B = 11 | C = 21 | D = 0 | E = nt | F = -21 | G = 1 | H = 102 | I = 90 | J = 1
CCOCCCNC(=O)C(NC(=O)c1ccccn1)c1ccc(C)cc1 (stereo unspecified)
  A = 1.3 | B = 4 | C = 10 | D = -2 | E = -0.078 | F = -10 | G = 1 | H = 92 | I = 96 | J = 13
Cc1cccc(NC(=O)CSc2nc3[nH]ncc3c(=O)[nH]2)c1
  A = 1.1 | B = -3 | C = 7 | D = -7 | E = 0.97 | F = -7 | G = 1.1 | H = 103 | I = 103 | J = -6
C/C(=N\NC(=O)Cn1nc(C)c(Br)c1C)c1cccs1
  A = 0.96 | B = -3 | C = -10 | D = -2 | E = 0.9 | F = 10 | G = 1 | H = 105 | I = 102 | J = -2
Cc1cc(NC(=O)COc2ccc(Cl)cc2Cl)n(CCC#N)n1
  A = 1.9 | B = -23 | C = -40 | D = 0 | E = nt | F = 40 | G = 1 | H = 97 | I = 121 | J = 13
Cc1cccc(Nc2nc3c(c(=O)n(C)c(=O)n3C)n2CC(O)CO)c1 (stereo unspecified)
  A = 0.91 | B = 2 | C = -11 | D = -3 | E = 0.88 | F = 11 | G = 1 | H = 115 | I = 98 | J = -14
O=C(CCCn1c(=S)[nH]c2cc3c(cc2c1=O)OCO3)N1CCN(c2ccccc2)CC1
  A = 1.1 | B = -2 | C = -15 | D = -11 | E = nt | F = 15 | G = 1.1 | H = 97 | I = 102 | J = 10
CC(=O)Nc1ccn(Cc2c(F)cccc2Cl)n1
  A = 1.2 | B = -5 | C = -13 | D = -3 | E = nt | F = 13 | G = 1 | H = 104 | I = 105 | J = -2
CC(C)CNS(=O)(=O)c1ccc(CCC(=O)N2CCN(c3ccccc3)CC2)cc1
  A = nt | B = 13 | C = -9 | D = -8 | E = 0.19 | F = 9 | G = 1.1 | H = 93 | I = 87 | J = 13
CCOC(=O)CSc1nnc(-c2ccc(Cl)cc2Cl)o1
  A = 2 | B = 4 | C = -3 | D = 56* | E = -0.061 | F = 3 | G = 0.4 | H = 93 | I = 97 | J = 11
COc1cc2c(cc1OC)CN(C(=O)c1ccc(OC)c(S(=O)(=O)N3CCOCC3)c1)CC2
  A = 1.5 | B = -7 | C = 7 | D = -4 | E = 1 | F = -7 | G = 1 | H = 95 | I = 107 | J = 9
COc1ccccc1NS(=O)(=O)c1ccc(C)c(NC(=O)c2ccc(S(=O)(=O)N3CCCCCC3)cc2)c1
  A = 0.57 | B = 5 | C = 2 | D = 2 | E = -0.026 | F = -2 | G = 1 | H = 88 | I = 96 | J = 12
O=C(COC(=O)c1n[nH]c2ccccc12)Nc1cccc(S(=O)(=O)N2CCOCC2)c1
  A = 1 | B = 14 | C = 3 | D = -5 | E = 2.1 | F = -3 | G = 1.1 | H = 95 | I = 85 | J = 14
Cn1c(=O)[nH]c(=O)c2c1nc(NCCCO)n2Cc1ccc(F)cc1
  A = 1.1 | B = 1 | C = 4 | D = -1 | E = nt | F = -3 | G = 1 | H = 97 | I = 99 | J = 6

# Screening data: PubChem, several laboratories

# Compounds as they come; overall some 7.1% were active at least once.
